# TRPC4 block: inhibitors of mouse TRPC4 channel. hit rate 0.39% among 300,000. B-score at 10 µM. HEK293 TRPC4beta/mu-opioid, DAMGO-evoked Fluo4 calcium flux; active compounds read low;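 active = B-score over 3 SD under the library average, no early fluorescence shift, positive overall ratio signal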
#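 Assay system – HEK293 line stably carrying TRPC4beta and mu-opioid receptor · Doses – single dose · Detection – Fluo4 calcium-dye fluorescence, kinetic read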
# TRPC6 act: mouse TRPC6 channel activation | HEK293-TRPC6 membrane potential dye fluorescence; active compounds read high | Q61143 | hit rate 0.13% among 310,000 | B-score at 10 µM;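 active = B-score of the integrated fluorescence ratio above library mean plus 3 SD, and starting fluorescence ratio within library mean plus 5 SD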;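 note: higher score means more depolarization so channel activation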
# Target sequence (Q61143 whole entry, looked up): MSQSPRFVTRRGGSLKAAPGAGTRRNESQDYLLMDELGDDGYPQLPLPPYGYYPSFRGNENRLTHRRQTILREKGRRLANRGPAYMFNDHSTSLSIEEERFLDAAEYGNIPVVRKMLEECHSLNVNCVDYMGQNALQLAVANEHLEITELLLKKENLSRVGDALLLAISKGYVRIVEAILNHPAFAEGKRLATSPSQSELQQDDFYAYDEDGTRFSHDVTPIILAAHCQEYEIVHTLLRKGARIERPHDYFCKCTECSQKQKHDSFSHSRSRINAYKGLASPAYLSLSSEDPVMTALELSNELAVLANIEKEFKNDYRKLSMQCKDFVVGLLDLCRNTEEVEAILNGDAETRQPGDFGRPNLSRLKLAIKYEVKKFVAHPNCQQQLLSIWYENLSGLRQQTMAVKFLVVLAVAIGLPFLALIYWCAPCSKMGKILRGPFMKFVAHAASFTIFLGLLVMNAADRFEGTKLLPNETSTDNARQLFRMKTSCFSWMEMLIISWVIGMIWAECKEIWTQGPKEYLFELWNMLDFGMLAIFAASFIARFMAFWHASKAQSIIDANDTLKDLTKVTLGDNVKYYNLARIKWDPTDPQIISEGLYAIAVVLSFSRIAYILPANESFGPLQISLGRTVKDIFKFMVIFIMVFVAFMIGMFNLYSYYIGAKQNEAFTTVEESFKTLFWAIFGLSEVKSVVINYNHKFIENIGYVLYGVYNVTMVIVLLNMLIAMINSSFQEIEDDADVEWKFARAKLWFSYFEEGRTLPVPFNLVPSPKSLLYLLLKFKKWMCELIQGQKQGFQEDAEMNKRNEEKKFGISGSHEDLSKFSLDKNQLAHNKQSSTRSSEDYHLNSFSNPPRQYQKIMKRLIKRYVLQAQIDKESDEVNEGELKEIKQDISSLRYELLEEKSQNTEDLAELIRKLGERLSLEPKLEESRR
# MrgX1 ag: human MrgX1 receptor agonism, primary screen | Q96LB2 | MrgX1-HEK293 cells, Fluo-4 calcium fluorescence, agonist mode; active compounds read high | B-score at 10 µM | hit rate 0.44% among 310,000 | AID 588627;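 active = calcium response B-score plate-corrected fluorescence ratio at least 3 library SD, with starting fluorescence B-score inside 5 SD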
#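 Material – MrgX1-expressing HEK293 cells · Input – 15,000 cells seeded per well · Dosing – compound as first of three additions · Times – overnight seeding, then 1 h dark dye loading · Measured by – kinetic Fluo-4 NW fluorescence of intracellular calcium · Read-out – B-scored fluorescence response ratio · Benchmarks – positive and negative control wells on each plate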
# HIF act: HIF pathway transcriptional activation | U2OS HRE-luciferase reporter, luminescence; normalized: DMSO 0%, desferrioxamine 100% | activation, % at 7.5 µM (by protocol) | hit rate 0.32% among 300,000;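 active = mean activation of at least 10% of the iron chelator positive control signal, with at least half of replicates also reaching 10%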
# MrgX1 antagonist: blocks BAM8-22 activation of human MrgX1 receptor; MRGX1-HEK293 calcium flux, Fluo-4, BAM8-22 antagonism; active compounds read low; AID 588676; hit rate 1.3% among 310,000; B-score at 10 µM; Q96LB2;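 active = calcium-response B-score plate-corrected more than 3 library SD below zero, starting fluorescence within 5 deviations, no agonist response on first addition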;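 note: peak minus trough fluorescence over baseline after final BAM8-22 challenge near maximal dose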
# Platelet DG rel: platelet dense granule release activity; AID 1663; inhibition, %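 (compounds screened at 7.5 µM in platelet-rich plasma)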; hit rate 0.22% among 300,000; human platelet-rich plasma, SFLLRN dense granule ATP release, luminescence;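 active = mean replicate score, as percent of positive control, at or above 50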
# SKKanGAS inh: blocks kanamycin growth of S. pyogenes SKKanGAS strain; BacTiter-Glo, 6 h; inhibition, % at 7.5 µM; hit rate 1.3% among 300,000;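 active = mean replicate score, as percent of positive control median, at least 50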;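 note: strain carries kanamycin resistance gene driven by streptokinase promoter and grows in 40 µg/ml kanamycin; loss of luminescence reflects streptokinase promoter inhibition or plain growth inhibition; 0% = median of DMSO wells and 100% = positive control at its reference dose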
# RGS4 act: potentiators or activators of RGS4 | AID 463111 | B-score at 10 µM | HEK293 M3R/inducible RGS4, carbachol calcium flux Fluo4; active compounds read low | hit rate 0.92% among 310,000;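 active = B-score of the integrated calcium signal more than 4 SD below the library mean, with starting fluorescence not abnormally high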;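 note: negative B-score means reduced calcium response which marks RGS4 activation or potentiation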
#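 Reagent: ECmax carbachol challenge; Test system: M3R-expressing HEK293 line, RGS4 induced by doxycycline; Schedule: overnight RGS4 induction, 30 min dye load 37 °C, 20 min compound RT; Detection: calcium dye Fluo4 fluorescence; Read-out: Agonist-evoked peak-minus-minimum fluorescence over baseline, integrated ratio, B score.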
# RGS4 inh: inhibitors of human RGS4; HEK293 M3R/RGS4 inducible, Fluo-4 calcium flux; active compounds read high; triggered by carbachol at its EC20; B-score at 10 µM; P49798; AID 463165; hit rate 0.45% among 310,000;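 active = B-score, a plate-corrected calcium signal, over three deviations above library mean, with baseline fluorescence within five deviations of library mean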;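 note: RGS4 expression induced by doxycycline in cells with stable M3 receptor; B-score is computed from the integrated fluorescence ratio over baseline after carbachol; higher B-score means a larger calcium signal and so more RGS4 inhibition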
# TRPC6 inh: inhibitors of mouse TRPC6 channel; Q61143; HEK293-TRPC6, membrane potential dye, ACh-evoked depolarization; active compounds read low; B-score at 10 µM; hit rate 1.1% among 310,000; AID 2553;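 active = B-score under library mean minus 3 SD, initial fluorescence not abnormally high, positive integrated signal ratio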;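 note: B-score derived from integrated fluorescence ratio over the kinetic read; more negative B-score means stronger inhibition of depolarization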
# MrgX1 allo act: human MrgX1 positive allosteric modulation, primary screen; MrgX1-HEK293, Fluo-4 calcium flux, FDSS; active compounds read high; B-score at 10 µM; hit rate 0.63% among 310,000; AID 588675;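 active = plate-corrected calcium response at least 3 library SD above typical, normal starting fluorescence, not activating the receptor alone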;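 note: compound read alongside a low EC10 to EC30 dose of BAM8-22 agonist; peak minus trough fluorescence over baseline measured at the second addition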
# An asterisk follows results filed as active; i = inactive; x = no result given.
# Every second line gives: TRPC4 block	TRPC6 act	MrgX1 ag	HIF act	MrgX1 antagonist	Platelet DG rel	SKKanGAS inh	RGS4 act	RGS4 inh	TRPC6 inh	MrgX1 allo act
CN(C(=O)CN1CCC(NC(=O)c2ccccc2Br)CC1)C1CCCCC1
→ i	i	i	-0.5	i	-10	-1	i	i	i	i
Cc1cccc(N2C(=O)CSC23CCCCC3)c1
→ i	i	i	-0.9	i	-2	-4	i	i	i	i
Cc1ccc(-c2nc(C(F)(F)F)cc(=O)[nH]2)cc1
→ i	i	i	-1.1	i	6	-6	i	i	i	i
Cc1ccc(-c2csc3nc4c5ccccc5c(NCCCN5CCOCC5)nn4c(=O)c23)cc1
→ i	i	i	0.0	i	-9	5	i	i	i	i
CCC(c1nnnn1CCc1ccccc1)N1CCN(c2ccc(OC)cc2)CC1 (centres undefined)
→ i	i	i	-1.9	i	8	-2	i	i	i	7.7*
C/C(CC(=O)NCCCN1CCOCC1)=N\NC(=O)COc1ccc(Cl)cc1
→ i	i	i	0.0	i	-3	3	i	i	i	i
Cc1cccc[n+]1CC(=O)Nc1ccc([N+](=O)[O-])cc1
→ i	i	i	1.0	i	-3	-5	i	i	i	i
O=C(CCn1c(=O)c2ccccc2n(CC(=O)NC2CCCC2)c1=O)NCc1ccco1
→ i	i	i	-0.2	i	3	-1	i	i	i	i
CC1C=CCC2C(=O)N(c3ccccc3OC(=O)c3cccs3)C(=O)C12 (centres undefined)
→ i	i	i	-0.1	i	3	15	i	i	i	i
CCOC(=O)N1CCN(C(=O)c2ccc3c(SCC(=O)O)c4c(nc3c2)CCC4)CC1
→ i	i	i	0.1	i	-1	-3	i	i	i	i
O=C1CSC(c2ccccc2)N1c1ccc([N+](=O)[O-])cc1 (centres undefined)
→ i	i	i	-1.0	i	6	-2	-7*	i	i	i
COc1ccc(/C=C(\C#N)C(=O)NCc2cccnc2)cc1OC
→ i	i	i	0.5	i	-3	-11	i	i	i	i
O=C(O)C1C2C=CC(C2)C1C(=O)N1CCOCC1 (centres undefined)
→ i	i	i	0.0	i	-6	-12	i	i	i	i
CS(=O)(=O)C1=NSC2=NC(=O)/C(=C\c3ccc(OC(=O)c4ccco4)cc3)C(=N)N21
→ i	i	i	-0.1	i	7	4	i	i	i	25*
COc1ccc2[nH]c(=O)c(-c3noc(-c4ccccc4)n3)cc2c1
→ i	i	i	1.4	i	-1	-5	i	i	i	i
CC1C(=NO)C(C)C(c2ccc(N(C)C)cc2)NC1c1ccc(N(C)C)cc1 (centres undefined)
→ i	i	i	-0.2	i	-2	-2	i	i	i	14*
Cc1ccc2oc(=O)c3cc(C(=O)NCCCN4C(C)CCCC4C)sc3c2c1 (centres undefined)
→ i	i	i	-0.8	i	3	-6	i	i	i	i
N#CCSc1nc2scc(-c3cccs3)c2c(=O)n1CCc1ccccc1
→ i	i	i	-0.2	i	-1	5	i	i	i	i
COc1ccccc1C(=O)COC(=O)c1cc(=O)[nH]c2ccccc12
→ i	i	i	-0.3	i	-2	-8	i	i	i	i
COc1ccc(N2C(=O)CC(N3CCC(O)(c4ccc(Cl)cc4)CC3)C2=O)cc1 (centres undefined)
→ i	i	i	-0.3	i	1	-3	i	i	i	i
S=c1[nH]c(-c2ccccc2)cn1/N=C/c1ccncc1
→ i	i	i	2.1	i	10	-8	i	i	i	i
O=C(Nc1ccc(F)cc1)c1cccnn1
→ i	i	i	1.8	i	-6	2	i	i	i	i
CCOc1ccc(NC(=O)CN2CCN(Cc3c(F)cccc3F)CC2)cc1
→ i	i	i	-0.3	i	-5	-1	i	i	i	i
Cc1cc(C)nc(NC(N)=NC2CCCCC2)n1
→ -9*	i	i	-0.3	i	1	2	i	i	i	i
O=C(c1cc(-c2cccc(Cl)c2)nc2ccccc12)N1CCN(c2ccccn2)CC1
→ i	i	i	0.0	i	21	17	-8.4*	i	i	i
Cc1ccc(C(C)n2cc(C(=O)NCc3cccnc3)nn2)cc1 (centres undefined)
→ i	i	i	1.7	i	-3	0	i	i	i	i
COc1ccc(OC)c(NC(=O)c2ccccc2SC)c1
→ i	i	i	-0.1	i	-2	7	i	i	i	i
COC(=O)c1cc2ccsc2n1Cc1cccc(F)c1
→ i	i	i	-0.9	i	-3	-3	i	i	i	i
O=C(Nc1nccs1)c1ccc(S(=O)(=O)c2ccccc2)cc1
→ i	i	i	-0.1	i	x	2	i	i	i	i
C/C(=N\NC(=O)c1c(Br)c(C)nn1C)c1cccc(NC(=O)c2ccccc2C)c1
→ i	i	i	0.1	i	5	6	i	i	i	i
Cc1cc(C)c2c(N=NN(C)C)[nH]nc2n1
→ i	i	i	-0.2	i	-2	7	i	i	i	i
O=c1c(-c2cnn(-c3ccccc3)c2)coc2cc(O)ccc12
→ i	i	i	2.8	i	5	5	i	i	i	i
O=C(c1ccc(C#CC2(O)CCCCC2)cc1)N1CCN(Cc2ccccc2)CC1
→ i	i	i	-0.6	i	10	4	i	i	i	i
O=C(COc1ccc(Cl)cc1)NCc1nnc(SCC(=O)NC2CCCC2)o1
→ i	i	i	0.1	-6.4*	x	-15	i	i	i	i
Nc1c(Cl)cc(-c2csc(NCCc3nc4cc(Cl)c(Cl)cc4n3CCCO)n2)cc1Cl
→ i	i	i	1.1	i	-5	25	i	i	i	i
COc1cc(OC)cc(C(=O)N2CCC(C(=O)c3ccc(F)cc3)CC2)c1
→ i	i	i	0.5	i	-2	11	i	i	i	i
CCCc1nnc(NC(=O)CCC(=O)NCCc2ccc(OC)c(OC)c2)s1
→ i	i	i	-0.1	i	-2	-4	i	i	i	i
CCOc1cc(/C=N/NC(=O)CNc2ccc(C)cc2)ccc1OC(=O)c1ccccc1
→ i	i	i	0.9	i	-1	6	i	i	i	i
CCC(=O)Nc1ccc(/C(C)=N\NS(=O)(=O)c2ccc(C)cc2)cc1
→ i	i	i	0.3	i	7	-10	i	i	i	i
CCN(CC)S(=O)(=O)c1ccc(NC(=S)Nc2ccccc2)cc1
→ i	i	i	-23	i	-26	-7	i	i	i	i
COc1ccc(NC2=CC(=O)CC(C)(C)C2)cc1
→ i	i	i	-0.2	i	0	2	i	i	i	i
COc1ccc(S(=O)(=O)N2CCN(CC(=O)c3ccc(O)c(O)c3)CC2)cc1
→ i	i	i	0.1	i	3	-2	i	i	i	i
COC(=O)CSC(C(=O)Nc1ccc(C)c(C)c1)c1ccccc1 (centres undefined)
→ i	i	i	1.0	i	0	5	i	i	i	i
O=C(N/C(=C\c1ccc(Br)cc1)C(=O)N1CCCC1)c1cccs1
→ i	i	i	-0.9	i	1	11	i	i	i	i
Brc1ccc(-c2nn3c(Cc4ccccc4)nnc3s2)o1
→ i	i	i	-0.5	i	x	-5	i	i	i	i
CCOc1ccccc1CN1CCNC(=O)C1CC(=O)NC1CCCCCCC1 (centres undefined)
→ i	i	i	-0.9	i	4	1	i	i	i	i
CCOc1ccc(C(=O)Cc2cc3cccc(OC)c3oc2=O)cc1
→ i	i	i	0.5	i	0	-4	i	i	i	i
O=C(Nc1ccc(N2CCOCC2)cc1)C1CCCCN1S(=O)(=O)c1ccccc1 (centres undefined)
→ i	i	i	-0.2	i	-12	-11	i	i	i	i
C=C(C)C(=O)N1CC2(CC(c3cccc(NC(=O)COc4ccc(Cl)cc4)c3)=NO2)C[C@@H]1C(N)=O (some centres undefined)
→ i	i	i	-2.2	i	1	0	i	i	i	i
O=C(Nc1ccccn1)NC12CC3CC(CC(C3)C1)C2
→ i	i	i	0.1	i	2	11	i	i	i	i

# Other structures:
# Every second line gives: TRPC4 block	TRPC6 act	MrgX1 ag	HIF act	MrgX1 antagonist	Platelet DG rel	SKKanGAS inh	RGS4 act	RGS4 inh	TRPC6 inh	MrgX1 allo act
CC(=O)c1c(COC(=O)c2cccnc2)nc2ccccc2[n+]1[O-]
→ i	i	i	-0.3	i	-7	-3	i	i	i	i
N#Cc1cnc(Nc2nc3ccccc3o2)nc1-c1ccccc1
→ i	i	i	-7.3	i	1	-4	i	i	i	i
COc1ccc(-c2csc(NC(=O)c3cc(-c4cccs4)nc4ccccc34)n2)c(OC)c1
→ i	i	i	0.6	i	10	-5	i	i	i	i
Cc1nc(CSc2nnc(N)s2)cs1
→ i	i	i	-0.4	i	-2	0	i	i	i	i
COc1ccc2c(c1)CC(C1(O)C(=O)Nc3ccccc31)C2=O (centres undefined)
→ i	i	i	1.0	i	-3	0	i	i	i	i
CCCn1c(-c2ccc(OC)cc2)nc2nc3ccccc3nc21
→ i	i	i	2.4	i	-1	15	i	i	i	i
OCC[C@@H]1C[C@H](O)[C@@H](O)[C@]2(OCCc3ccccc32)O1
→ i	i	i	-1.0	i	-1	1	i	i	i	i
COc1ccccc1N=Cc1c(C)c(C#N)c2[nH]c3ccccc3n2c1=O
→ i	i	i	1.6	-6.2*	-3	16	i	i	i	i
CCn1c(=O)c(C(=O)Nc2ccccc2F)c(O)c2ccccc21
→ i	i	i	2.8	i	14	-6	i	i	i	i
NC12NC(=O)C3(O)C4C5CC(C6C5C3C61)C42 (centres undefined)
→ i	i	i	-0.6	i	-1	-3	i	i	i	i
COc1ccc(-n2nnnc2-c2cnc3cc4c(cc3c2C)OCO4)cc1
→ i	i	i	-0.6	i	2	-6	i	i	i	i
CCOCCn1c(N2CCN(c3ccccc3)CC2)nc2c1c(=O)[nH]c(=O)n2C
→ i	i	i	-0.4	i	-5	-5	i	i	i	i
Cc1cccc(C(=O)N/N=C/c2cc(Br)c(Br)o2)c1
→ i	i	i	0.7	i	-26	-14	i	i	i	i
COc1ccc(Nc2nnc(SCC(=O)NC(=O)Nc3ccc4c(c3)OCCO4)s2)cc1
→ i	i	i	0.7	i	9	-2	i	i	i	i
Cc1ccc(/C=N/NC(=O)CCn2nc(C)cc2C)c(C)c1
→ i	i	i	-0.3	i	0	2	i	i	i	i
Cc1ccc(NC(=O)C2C3C=CC4(CN(Cc5cccnc5)C(=O)C24)O3)cc1 (centres undefined)
→ i	i	i	1.9	i	5	-4	i	i	i	i
CC(O)CNc1nc2c(c(=O)n(C)c(=O)n2C)n1C/C=C/c1ccccc1 (centres undefined)
→ i	i	i	-0.2	i	9	-3	i	i	i	i

# Screens (PubChem BioAssay)
